Source: PubChem (Fisher Drug Discovery Resource Center)
mcGAS RapidFire = mouse cGAS inhibition by mass spec. AID 1259397. Q8C6L5. 130,000 tested, 0.18% active. recombinant mouse cGAS, cGAMP by RapidFire MS. inhibition, % at 12.5 µM;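 active means inhibition of cGAS enzyme activity at or above 60%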;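 further: enzyme stimulated by 45 bp dsDNA with ATP and GTP substrates; cGAMP share of summed cGAMP plus half ATP and half GTP signals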
Target sequence (Q8C6L5 whole entry, looked up): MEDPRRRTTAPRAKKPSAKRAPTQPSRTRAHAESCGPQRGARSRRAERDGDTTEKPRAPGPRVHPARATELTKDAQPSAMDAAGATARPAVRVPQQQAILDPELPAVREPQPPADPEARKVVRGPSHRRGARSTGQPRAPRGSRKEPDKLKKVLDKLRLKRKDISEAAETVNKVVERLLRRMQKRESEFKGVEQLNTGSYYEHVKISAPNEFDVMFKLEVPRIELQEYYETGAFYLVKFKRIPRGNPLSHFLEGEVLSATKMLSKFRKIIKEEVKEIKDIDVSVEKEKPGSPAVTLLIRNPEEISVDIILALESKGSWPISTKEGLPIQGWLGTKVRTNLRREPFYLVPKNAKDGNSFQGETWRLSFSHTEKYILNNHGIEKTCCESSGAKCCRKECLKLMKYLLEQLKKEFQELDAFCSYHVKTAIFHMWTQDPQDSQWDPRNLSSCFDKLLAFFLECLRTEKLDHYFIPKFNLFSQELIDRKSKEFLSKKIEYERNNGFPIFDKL
Starred values were filed as active, the others as inactive; & = joins results of further samples. Not all compounds are listed; rates above refer to the full screens.

canonical_smiles	mcGAS RapidFire
COc1ccccc1/C=C/C=C1/N=C(c2ccc([N+](=O)[O-])cc2)OC1=O	-6.9
Cc1ccccc1Cn1c(C)c(C(=O)NCc2cccc(Cl)c2)sc1=O	-12.5
CC(C(=O)Nc1nccs1)N(C)CC1CCCN1c1cccnn1 (centres undefined)	-7.1
COC(=O)c1c2c(nc3c1c(-c1ccc(C)cc1)nn3C1CCS(=O)(=O)C1)CCC2 (centres undefined)	-6.2
N#Cc1c(N)oc2c3c(c(O)cc12)C(=O)c1ccccc1C3=O	68.5*
O=C(c1csc(-c2ccoc2)n1)N1CC2CCC1C2 (centres undefined)	-4.0
CC(=O)Nc1nc(C23CC4CC(CC(C4)C2)C3)cs1	-11.5
Cc1cc(Cl)ccc1OCc1nnc(-c2ccccc2Cl)o1	-6.2
COCCn1c(N2CCCCCC2)nc2c1c(=O)[nH]c(=O)n2C	-4.2
CC(C)C(=O)N1CCN(Cn2[nH]c(-c3cc(Cl)ccc3Cl)nc2=S)CC1	2.7
O=C(C1CCN(S(=O)(=O)c2c(Cl)cccc2Cl)CC1)N(Cc1ccccc1F)C1CC1	-5.5
CNc1ccc(-c2ccccc2O)cn1	-1.8
COc1ccc(CC(=O)Nc2nc(-c3ccc4c(c3)OCO4)cs2)cc1	-11.9
COc1ccc(NC(=O)C2(C)CCN2Cc2ccc(OC)c3ccccc23)cc1OC (centres undefined)	-4.6
CCOC(=O)N1CCN(c2nc(Nc3cc(C)ccc3C)c3nccnc3n2)CC1	26.2
O=S(=O)(NCCCn1cncn1)c1ccc2c(c1)CCO2	-4.9
CS(=O)(=O)Nc1cccc2c1CCN(C(=O)CSCc1ccc(C#N)cc1)C2	2.0
CCOC(=O)C(CC)C(C)=NNC(=O)OC (centres undefined)	-8.3
Cc1ccc(NC(=O)CSc2nnc(N3CCOCC3)n2C2CC2)cc1	-2.6
Cc1ccc(C2CCCCN2C(=O)Cc2c(C)nn(C(F)F)c2C)cc1 (centres undefined)	-3.1
COC(=O)c1sccc1S(N)(=O)=O	4.1
CCC(C)CS(=O)(=O)NC(=O)Cc1c[nH]c2ccc(F)cc12 (centres undefined)	-5.5
O=C1CC(N2CCN(Cc3ccccc3)CC2)C(=O)N1c1ccccc1 (centres undefined)	-7.3
CC1CCc2c(sc(N)c2C#N)C1 (centres undefined)	-6.2
CNc1ncccc1C(=O)N[C@H]1C[C@H]2C(=O)N(C)CC(=O)N2C1	-5.5
O=C(O)CCc1cc(Cl)ccc1Br	-11.5&2.5
CCCn1c(C)c(C)n2c3c(=O)n(C(C)C(C)=O)c(=O)n(C)c3nc12 (centres undefined)	-5.1
Cc1nn(-c2ccccc2)c2ncc(C(=O)N3CCN(c4ccccc4F)CC3)c(Cl)c12	-11.2
COc1ccc(-c2nc(SC3CCCC3)n[nH]2)cc1	-4.0
N#CCSc1[nH]c(=O)c(-c2nc(-c3ccccc3)cs2)cc1C#N	-12.9
C=C1Sc2ccccc2N1C	49.6
CC(Sc1n[nH]c(C(C)C)n1)C(=O)N1CCCC1 (centres undefined)	0.7
COc1ccc(OC)c(C2CCCN2C(C(=O)N2CCOCC2)c2ccccc2)c1 (centres undefined)	-3.0
CC1ON=C(c2ccc(N(C)C)cc2)N(Cc2cccc(F)c2)C1=O (centres undefined)	-6.0
c1csc(CNc2nc3nonc3nc2N2CCCN(Cc3cccs3)CC2)c1	1.0
O=C(c1ccco1)N1CCN(Cc2cnn3cccnc23)CC1	-24.5
NC(c1csc(Nc2cnccn2)n1)c1ccccc1Cl (centres undefined)	-7.1
Cc1c(Cl)c(C(=O)N2CCCC(O)(CO)CC2)nn1C (centres undefined)	-8.6
Cc1cc(S(=O)(=O)n2cc(-c3cccc(F)c3)c(N)n2)ccc1F	5.7
COc1ccc(C(N)CC(=O)N2CCc3c(ncnc3N(C)C)C2)cc1OC (centres undefined)	-33.3
COc1ccc(C2CC(=O)C(C=Nc3cc(Cl)ccc3O)=C(O)C2)cc1 (centres undefined)	-1.0
Cc1ccc(-c2nc(-n3c(C)c4c(C)nnc(C)c4c3C)sc2C)cc1C	-8.4
COc1ccc(OCCCN2C(=O)C(O)(CC(C)=O)c3ccccc32)cc1 (centres undefined)	-7.7
CCCn1cc(CNC(=O)C2Cc3ccccc3CN2CC)cn1 (centres undefined)	-11.0
CCOC(=O)NC(O/N=C(/N)c1ccccc1)(C(=O)OCC)C(F)(F)F (centres undefined)	-5.2
CC1(C(=O)NS(=O)(=O)c2ccccc2OC(F)(F)F)CCN1C(=O)Cc1cc(F)ccc1F (centres undefined)	-9.9
S=C(Nc1ccc(-n2cnnn2)cc1)NC1CC2CCC1C2 (centres undefined)	-0.6
O=C(N1CCSCC1)C1(O)Cc2ccccc2C1	1.6
C(=NNc1nc2ccccc2o1)c1ccc(N2CCOCC2)s1	-3.5
Cc1nc(N(C)C2CCCCC2)ncc1C(C)NC(=O)C1CCOCC1 (centres undefined)	-5.6

Quoted from the listing:
Reading for Cc1cc(Cl)ccc1OCc1nnc(-c2ccccc2Cl)o1 in mcGAS RapidFire: -6.2
Reading for C=C1Sc2ccccc2N1C in mcGAS RapidFire: 49.6
Reading for O=C(c1ccco1)N1CCN(Cc2cnn3cccnc23)CC1 in mcGAS RapidFire: -24.5
Reading for CCOC(=O)NC(O/N=C(/N)c1ccccc1)(C(=O)OCC)C(F)(F)F (centres undefined) in mcGAS RapidFire: -5.2

The results go on.
canonical_smiles	mcGAS RapidFire
CC1(C)CN(C(=O)Nc2ccc(OC(F)F)cc2)CCS1=O (centres undefined)	-58.1&-6.1
CCc1[nH]c2c(CNCc3cccn3-c3cccnc3)cc(F)cc2c1C	-11.2
Cc1ccc(S(=O)(=O)Nc2ccc(Nc3cc(-c4cccc5ccccc45)ncn3)cc2)cc1	-5.6
CC(C)CC(=O)NNC(=O)C(C)N1CC(C)OC(C)(C)C1 (centres undefined)	0.0
Cc1ccccc1N1CCN(S(=O)(=O)c2ccc(F)cc2)CC1	3.5
Cn1c(SCC(=O)NC23CC4CC(CC(C4)C2)C3)nc2sc3c(c2c1=O)CCCC3	-5.8
NCC1Cc2cc(-c3cnccn3)cc(Cl)c2O1 (centres undefined)	-7.8
COc1ccc(C(=O)CSc2nc3sc(C)cc3c(=O)n2C)cc1	3.1
O=C(Cn1ncc(Cl)c(Cl)c1=O)c1cc(F)ccc1F	-8.8
CN(CCc1nc2ccc(F)cc2[nH]1)C(=O)CS(C)(=O)=O	-10.6
O=C(CN1CCN(Cc2ccsc2)CC1)Nc1cccc(Cl)c1Cl	-1.9
c1ccc(NC2CCCN(C3CCCC3)C2)cc1 (centres undefined)	1.7
CC(C)c1ccc(-c2nnc(NC(=O)C3=COCCO3)s2)cc1	4.4
CCCCC(CC)CN=C(N)NC(N)=NCCCCCCN=C(N)NC(N)=NCC(CC)CCCC (centres undefined)	-3.4
CCCC1(NC(=O)Cc2ccc(F)c(F)c2F)CC1	-12.8
CC(c1nc2ccccc2c(=O)[nH]1)N1CCN(S(=O)(=O)c2c(Cl)cccc2Cl)CC1 (centres undefined)	-0.7
O=C(c1ccc(-c2cccnc2)nc1)N1CCCN(C2CCCCC2)CC1	-7.6
C[C@@H](NC(=O)OC(C)(C)C)C(=O)N1CCCC(N2CCCC2)C1 (some centres undefined)	-0.6
Cc1ccc(-c2cc(C(=O)N3CCCC(O)C3)c3c(C)noc3n2)s1 (centres undefined)	-8.1
Cc1cccc(NC(=O)CN2CCN(C(=O)CN3C(=O)NC4(CCCCC4)C3=O)CC2)c1C	-8.9
CC(C)(C)C(=O)Nc1ccnn1C1CCN(C(=O)Cc2cccc3ccccc23)CC1	-1.8
COc1ccc(Nc2nc(N)nc(CSc3ncccn3)n2)cc1	9.2
Cc1ccc(C(=O)NCC(O)c2ccc(Cl)s2)c(=O)[nH]1 (centres undefined)	-4.2
COc1ccc(-c2cn3nc(CNc4ccc(F)cc4)n4c3c2CCCC4)cc1OC	-5.0
Cc1ccc(C)c(C(NC(=O)c2cc(C)nc(N)n2)c2cccnc2)c1 (centres undefined)	-16.8
N#Cc1cccnc1NCC1CCCc2ccccc21 (centres undefined)	3.3
OCC1(CCOc2ccccc2)CCN(Cc2ccccc2OC(F)F)CC1	-5.0
CCOC(C)c1noc(COc2ccc(C=O)cc2)n1 (centres undefined)	-2.0
CC(C)(C)c1ccc(C(=O)N2CCCC(CO)(Cc3ccccc3F)C2)cc1 (centres undefined)	-11.7
Cc1cc(C)cc(OCCNC(=O)c2ccc(F)c(F)c2)c1	-5.9
CCCCc1ncc(CN2CCN(S(=O)(=O)c3ccccc3)CC2)[nH]1	-13.1
Cc1cc2c(c(=O)[nH]1)C(=O)OC2	-4.6
CC(c1ccc(-n2cncn2)cc1)N(C)C(=O)CCCNC(=O)c1cccs1 (centres undefined)	-3.5
O=C(Nc1cccc(-n2cccn2)c1)C1CCCN(C2CCSCC2)C1 (centres undefined)	-2.1
CC(C)c1n[nH]c2c1CN(C(=O)c1cccc(C#CC(C)(C)O)c1)CC2	-1.1
Cc1noc2nc(-c3ccco3)cc(C(=O)NCCC3=CCCCC3)c12	-3.0
COC(=O)c1cccc(C2CC(=O)Nc3cc4c(cc32)OCC(=O)N4C)n1 (centres undefined)	-7.2
CC(=O)Nc1nc2sc(C)c(C)c2c(=O)s1	2.9
Cc1cccc2c(=O)n(CCC(=O)NC(C)c3cccs3)cnc12 (centres undefined)	-8.2
Cn1ccsc1=NC(=O)c1cccc(NC(=O)c2ccc(F)cc2)c1	-7.5
CCC(C)N(Cc1ccncc1)C(=O)c1nn(C)c2ccccc12 (centres undefined)	-21.1
Cc1ccn2c(=O)cc(COC(=O)CCNC(=O)c3ccc(Cl)cc3)nc2c1	-6.2
O=C(c1nn(-c2ccccc2)c(=O)c2ccccc12)N1CCC(C(=O)N2CCOCC2)CC1	-2.6
CC(C(=O)NCCn1cccc1)n1ccnc1-c1ccccc1 (centres undefined)	-5.7
CC1SCCN(S(=O)(=O)c2c[nH]c3ncccc23)C1C (centres undefined)	-14.3
c1coc(C(CNCc2ccc(-c3nc4ccccc4s3)o2)N2CCCC2)c1 (centres undefined)	-1.6
CCC(=O)C1=C(c2ccccc2)N(C(=O)CC)n2c(nnc2-c2ccc(C)cc2)S1	-6.5
O=C(NCCN1CCCC1)C1CC(=O)N(C2CCCCC2)C1 (centres undefined)	-3.8
COCCN(C(=O)Nc1ccccc1F)C1CCC2(CC1)C(=O)N(C)CCc1ccccc12 (centres undefined)	0.4
COc1ccc(CNC(=O)c2cn(Cc3ccc(S(=O)(=O)N(C)C)cc3)c(=O)s2)cc1	-7.6

Quoted at random: 2 compounds from above, in no set order.
canonical_smiles	mcGAS RapidFire
CC(C)c1n[nH]c2c1CN(C(=O)c1cccc(C#CC(C)(C)O)c1)CC2	-1.1
O=C(c1nn(-c2ccccc2)c(=O)c2ccccc12)N1CCC(C(=O)N2CCOCC2)CC1	-2.6

Carrying on.
canonical_smiles	mcGAS RapidFire
Cc1cc(C(=O)N2CCC(O)(CN(C)C)C2)sc1-c1ccccc1 (centres undefined)	-15.3
CCCc1cc(-c2ccccc2C(C)=O)nc(C)n1	-6.8
CCSc1nc(CC(=O)NCc2c(F)cccc2F)cs1	-17.5
CCOC(CC)c1n[nH]c(=O)n1-c1c(C)noc1C (centres undefined)	-6.9
OCC1(CCc2ccccc2)CCN(c2nccc3occc23)CC1	-13.9
CC(C)S(=O)(=O)c1ncc(CN(C)Cc2cnccn2)n1Cc1ccccc1F	-6.9
CSc1nnc(SCC(=O)N2CCN(CC=Cc3ccccc3)CC2)s1	9.6
Fc1ccc(/C=N\N2CCCCC2)c(F)c1	-3.4
O=C(NCCS(=O)(=O)N1CCc2ccccc2C1)c1ccccc1S(=O)(=O)C(F)F	-2.4
CC(Cc1cccc(Cl)c1)NC(=O)C1CC(=O)N(C2CC2)C1 (centres undefined)	-10.3
COc1cccc(OC)c1CC(=O)N(C)c1ccc2ccccc2n1	-6.9
COc1ccc(/C=C/C(=O)N2CCCC(Nc3ccc4c(c3)OCCO4)C2)cc1OC (centres undefined)	-6.4
NS(=O)(=O)c1ccc(CNc2ncccc2C(=O)O)cc1	-10.1
O=C(CN1CCN(C(=O)C2CCCO2)CC1)Nc1ccc(-c2ccccc2)cc1 (centres undefined)	-12.9
CNC(=S)NN=Cc1ccc(F)cc1F	-4.4
O=C(NCc1ccc(-c2ccc(F)cc2)o1)c1cccnc1	-5.9
Cc1ccc(C)c(S(=O)(=O)N2CC3(C)CC2CC(C)(C)C3)c1 (centres undefined)	-4.7
CN(Cc1csc(-c2ccccc2)n1)C(=O)c1c(O)cccc1O	6.2
COc1cc(=O)n(-c2ccccc2)nc1C(=O)Nc1ccccc1C(N)=O	-30.1
Cc1ccccc1C1CCCN1S(=O)(=O)NCc1ccccc1 (centres undefined)	-17.1
Cc1ccc(C)c(NCN2C(=O)C3CC=CCC3C2=O)c1 (centres undefined)	-4.9
COc1ccc(C(=O)N2CCC(C(=O)c3ccc4c(c3)OCCO4)CC2)c(OC)c1OC	-6.6
CN(C(=O)CN1CCN(c2cc(-c3ccccc3Oc3ccccc3)ncn2)CC1)c1ccccc1	-7.7
Cc1nc(C)c(C(=O)NCc2cc(-c3ccc4c(c3)CC(C)O4)on2)s1 (centres undefined)	-0.1
Cc1nn(-c2ccccc2)c(C)c1P(=O)(c1ccccc1)N(C)C (centres undefined)	-1.6
Cc1cc(C(=O)OCC(=O)NCc2ccco2)ccc1N1CCNC1=O	-10.9
CS(=O)(=O)c1ccc(C(=O)Nc2cnc3n2CCCC3)cc1	-10.1
Cc1ccc(-c2cc(C(=O)NCc3nnc4n3CCC4)n[nH]2)s1	-0.7
CCN(CC)C(=O)C1(C)CCN1C(=O)c1cccc(F)c1 (centres undefined)	-10.0
O=C1CCNC2(CCCCC2)N1O	-8.8
O=C(C(c1ccccc1)n1cccn1)N1CCc2ccccc2C1 (centres undefined)	-9.9
